From PubChem BioAssay
sdo1 growth = restores growth of sdo1-depleted yeast. S. cerevisiae sdo1-depleted JHY4D growth rescue, OD600 30 h; stronger effect = higher value; pdr5 snq2 efflux-pump mutant strain. z-score at 10 µM. 0.21% of 140,000 active. AID 817;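 active = z-score above 3 at both the 24 hr and the 30 hr optical density reads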;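 also: z-score against mean and SD of all compound wells on the same plate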
Insulin prom inh = TRM-6 insulin promoter activity inhibition. TRM-6 cells (human fetal islet line), insulin promoter-eGFP reporter, imaging; reporter expression induced with tamoxifen. inhibition, % at 2 µM. 0.9% of 130,000 active. AID 1273;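 active = inhibition above the mean plus 3 SD, with well images judged a real hit on visual review, cut at about 60% in these data, passing the limit was not always enough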
sdo1 growth Rescue 24 h = also measured in sdo1 growth; calls as there; z-score; S. cerevisiae sdo1-depleted JHY4D growth rescue, OD600; measured here: growth rescue at 24 h;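 0 is the plate mean of compound wells and units are plate SD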
* marks the source's active call; other numbers are inactive results; · = not tested or not shown; [ ] = dose if it differs, or a comment. These rows are one share of the data. The share of hits here may be higher or lower than overall.

SMILES | sdo1 growth | sdo1 growth Rescue 24 h | Insulin prom inh
Cc1ccc(/C=C/S(=O)(=O)Nc2ccc(C)cc2)cc1 | · | · | -43.8
O=C(CN1C(=O)/C(=C/c2ccccc2)SC1=S)Nc1ncc(Cc2ccccc2)s1 | -1.56 | -1.27 | 16.4
Cc1c(NC(=O)C(C)N2C(=O)C3CCCCC3C2=O)c(=O)n(-c2ccccc2)n1C (stereo not given) | · | · | 11.1
CC1CCN(C(=O)c2ccc(C(=O)N3CCC(C)CC3)cc2)CC1 | · | · | 10.5
CC(Cc1ccccc1)C(=O)N[C@@H](CO)Cc1ccccc1 (stereo not given in full) | 0.17 | 0.17 | -57.1
CCN(CC)C(=O)CSc1nnc(CNc2ccc(F)cc2)n1Cc1ccco1 | 0.12 | -0.12 | ·
O=C1c2cccc3c(Cl)ccc(c23)C(=O)N1O | -1.02 | -0.61 | ·
N#Cc1ccccc1CSc1nc(N2CCCCC2)nc(N2CCCCC2)n1 | 0.51 | 0.55 | -15.8
COc1ccccc1CNS(=O)(=O)c1c(C)noc1C | -0.53 | -0.84 | ·
Cc1ccccc1NN=Nc1nc2c([nH]1)c(=O)n(C)c(=O)n2C | -0.27 | -0.55 | ·
COC(=O)c1c(NC(=O)Nc2ccc(Cl)cc2)sc(C)c1C | 0.7 | 1.5 | ·
O=C(Nc1cccc(OC(=O)c2cccnc2)c1)c1cccnc1 | 0.45 | 0.65 | 50.0
O=C(NNC(=O)c1ccccn1)c1cccc([N+](=O)[O-])c1 | · | · | 54.5
CCN(C(=O)Cc1c(C(=O)O)[nH]c2ccccc12)c1ccc(OC)cc1 | · | · | 36.4
O=Nc1c(O)n(Cc2ccc(Cl)c(Cl)c2)c2ccccc12 | -2.47 | -1.85 | 7.7
O=C(CCn1c(=O)sc2ccccc21)Nc1nc2ccccc2s1 | -2.03 | -1.37 | ·
O=C(NC(c1ccccc1)c1ccccc1)C1CCCO1 (stereo not given) | · | · | 0.0
CC(=O)CC(=O)NC1C2CC3CC(C2)CC1C3 (stereo not given) | 0.01 | -0.22 | ·
CCC(=O)Oc1c(S(=O)(=O)c2ccc(C)cc2)c(C)nn1C(C)(C)C | -0.44 | -0.45 | ·
Cc1ccc(S(=O)(=O)C2(C(=O)N(C)C3CCCCC3)CC2)cc1 | -0.56 | -0.88 | 27.3
COc1cc(/C=N/Nc2ccccc2)ccc1OC(=O)c1cccs1 | -0.79 | -0.82 | ·
O=C(Nc1ccccc1N1CCCCC1)c1ccc(-c2cccc(Cl)c2)o1 | -0.01 | -0.17 | 6.2
COc1ccc(C(=O)NC(=S)N(CCC(C)C)c2c(N)n(Cc3ccccc3)c(=O)[nH]c2=O)cc1 | 1.47 | 1.59 | ·
Cc1cccc(NC(=S)Nc2cccc(C(F)(F)F)c2)n1 | 0.47 | 0.99 | 33.3
O=C(Nc1ncn[nH]1)c1c(Cl)ccc(Cl)c1Cl | -0.68 | -0.36 | 16.3
O=C(CSCc1ccc(Cl)cc1Cl)Nc1c[nH]c(=O)[nH]c1=O | 2.28 | 2.58 | ·
CCCSc1n[nH]c(NC(C)=O)n1 | 1.43 | 1.27 | ·
CC(C)NC(=O)NC(=O)COC(=O)C1CCCN1C(=O)c1cccs1 (stereo not given) | 1.64 | 0.34 | -37.1
Cn1c(SCC(=O)c2ccc(-c3ccccc3)cc2)nnc1-c1ccco1 | -1.23 | -0.57 | -32.1
Cn1c(=O)c2c(nc(NCc3ccco3)n2C)n(C)c1=O | 0.2 | -0.33 | -237.9
COc1cc2[nH]c(=O)n(Cc3ccc(C(=O)NCCCN4CCC(C)CC4)cc3)c(=O)c2cc1OC | 1.06 | 0.53 | -31.4
COc1cc(CNc2cc(C)ccc2C)cc(OC)c1OC | -0.56 | -1.03 | ·
C=CCN1C(=O)S/C(=C\c2ccc3c(c2)n(C)c(=O)n3C)C1=O | -0.97 | -1 | 12.5
COc1ccc(/C=N/NC(=O)c2ccc(Cl)cc2Cl)cc1COC(C)=O | 0.31 | 0.5 | -8.3
COC(=O)c1cccc(NC(=O)c2cc(OC)c(OC)c(OC)c2Br)c1 | 0.83 | 0.97 | -54.5
O=C(NCCNCCO)c1c(O)c2cccc3c2n(c1=O)CCC3 | -1.56 | -0.83 | -13.9

An excerpt of the results above, for reference:
SMILES | sdo1 growth | sdo1 growth Rescue 24 h | Insulin prom inh
COc1ccc(/C=N/NC(=O)c2ccc(Cl)cc2Cl)cc1COC(C)=O | 0.31 | 0.5 | -8.3
COC(=O)c1cccc(NC(=O)c2cc(OC)c(OC)c(OC)c2Br)c1 | 0.83 | 0.97 | -54.5
O=C(NCCNCCO)c1c(O)c2cccc3c2n(c1=O)CCC3 | -1.56 | -0.83 | -13.9

Continuation:
SMILES | sdo1 growth | sdo1 growth Rescue 24 h | Insulin prom inh
O=C(CCN1CCN(c2ccc(Cl)cc2)CC1)Nc1nccs1 | 0.63 | 0.81 | -11.1
O=C(c1ccccc1F)N1CCN(c2ncccn2)CC1 | 0.17 | -0.42 | -10.8
CCOC(=O)c1cc(C#N)c(Oc2ccccc2)nc1-c1ccccc1 | -1.07 | -1.36 | 6.2
C=CCN1C(=O)S/C(=C\c2ccc(N3CCOCC3)cc2C)C1=O | 0.44 | 0.69 | 10.7
CCCCCn1c(=O)[nH]c2cc(C(=O)N3CCN(CC)CC3)ccc2c1=O | -0.57 | 0.99 | 0.0
COc1cccc(C(=O)COC(=O)c2ccc(NC(=O)c3ccccc3)cc2)c1 | · | · | 18.5
Cc1ccc(-c2ccc(/C=N/NC(=S)Nc3ccccc3)o2)cc1[N+](=O)[O-] | 0.99 | 2.26 | -35.7
O=C(c1ccccc1)c1ccc(N2CCCC2)cc1 | -1.11 | -0.76 | ·
COC(=O)c1ccccc1NC(=O)c1cc2nc(C3CC3)cc(C(F)(F)F)n2n1 | -0.67 | -0.11 | ·
C=CCn1c(Cc2csc(N)n2)nnc1SCC(=O)Nc1ccccc1C(F)(F)F | 0.92 | 1.04 | -20.0
CC1C=CCC2C(=O)N(c3ccc(Cl)cc3O)C(=O)C12 (stereo not given) | -0.13 | 0.42 | 7.7
COc1cc2[nH]c(=O)n(Cc3ccc(C(=O)NCC4CCCO4)cc3)c(=O)c2cc1OC (stereo not given) | 0.15 | -0.03 | ·
Cn1c(=O)c2c(nc(CN3CCc4ccccc4C3)n2Cc2ccccc2F)n(C)c1=O | -1.54 | -1.2 | -37.0
COc1cc(/C=N/NC(=O)c2sc(N)c(C#N)c2C)cc(Br)c1O | 1.06 | 1.74 | ·
c1cnc(SCCOc2ccc3c(c2)CCC3)nc1 | -0.2 | -0.91 | ·
CN1CCN(NC(=O)c2cccc(F)c2)CC1 | 0.6 | -0.27 | -43.3
CC(C)c1nnc(NC(=O)CCC(=O)NCc2ccco2)s1 | -0.05 | 1.58 | ·
O=C(CSc1ncnc2c1cnn2-c1ccc(Cl)cc1)NCc1ccc2c(c1)OCO2 | -0.41 | -0.04 | 11.1
O=c1c2ccccc2nc2c3ccccc3c(Cl)nn12 | · | · | 42.9
Cc1cc(SCC(=O)OCC(=O)NCC2CCCO2)c(C)cc1Br (stereo not given) | · | · | -25.0
COc1ccc(C(CNC(=O)Cc2c(F)cccc2Cl)N2CCCCC2)cc1 (stereo not given) | · | · | -14.3
Cc1onc(-c2ccccc2)c1C(=O)N/N=C/c1cccc(O)c1 | 0.42 | 0.5 | 30.0
CCOC(=O)COc1cccc2c(=O)n(CC(=O)N3CCCc4ccccc43)ccc12 | 0.6 | 1.59 | ·
COc1ccc2[nH]c3ccc(OC)cc3c2c1 | -0.35 | -1.13 | ·
Cc1ccc(NC(=O)C(C)N2CCCC2)cc1Cl (stereo not given) | · | · | 19.1
O=C1c2ccccc2C(Nc2ccc(S(=O)(=O)N3CCOCC3)cc2)N1Cc1ccco1 (stereo not given) | 0.24 | -0.4 | ·
COc1ccc(CCNC(=O)c2cc(-c3cc(C)ccc3O)n[nH]2)cc1OC | 0.48 | 0.55 | 7.1
O=c1[nH]c2ccsc2c(=O)n1-c1ccc(F)cc1 | 0.58 | 0.54 | ·
O=C(c1cc2ccccc2oc1=O)N1CCN(C(=O)C2CCCO2)CC1 (stereo not given) | 1.26 | 1.64 | 54.3
CC1CN(C(=O)COC(=O)[C@@H]2CC(O)CN2S(=O)(=O)c2ccc3c(c2)OCCO3)CC(C)O1 (stereo not given in full) | 0.56 | 0.44 | 43.3
Cc1onc(-c2ccccc2Cl)c1C(=O)Nc1ccc(S(=O)(=O)N2CCCC2)cc1 | 0.02 | 0.07 | ·
O=C(NCc1ccccn1)C1CCN(C(=O)c2cc3sccc3n2Cc2ccc(F)cc2)CC1 | · | · | -40.0
COc1ccc2[nH]c(C)c(CN3CCC(C)CC3)c(=O)c2c1 | 1.88 | 0.71 | -3.1
CCOC(=O)N1CCC(N2CCCC(C(=O)c3cc(C)c(OC)c(C)c3)C2)CC1 (stereo not given) | · | · | 44.4
CCCNC(=O)NC(=O)CSc1nc(C)cs1 | · | · | 8.1
COc1ccc(-c2nnc(SCC(=O)NC(C)c3ccccc3)o2)cc1OC (stereo not given) | 0.84 | 1.02 | ·
O=C(c1ccccc1C(=O)N1CCN(c2ccccc2)CC1)N1CCN(c2ccccc2)CC1 | -0.24 | 0.32 | -60.0
Cc1cc(C)n(-c2ncc(C#N)cn2)n1 | · | · | 5.0
CCc1cc2cccc(C)c2nc1SCC(=O)c1ccc(NC(C)=O)cc1 | -0.89 | 0.53 | 17.9
Cn1c(SCC2CCCO2)nnc1-c1ccncc1 (stereo not given) | 0.33 | 0.11 | ·
CSc1nnc(CSCc2ccc(Cl)cc2Cl)n1-c1ccccc1 | -2.08 | -1.66 | 6.7
CC(=O)c1cccc(NS(=O)(=O)c2ccc3c(c2)oc(=O)n3C)c1 | -0.52 | -0.75 | -11.4
COC(=O)c1[nH]c2c(c1C)C(=O)CC(c1ccc(C)cc1)C2 (stereo not given) | -0.24 | -0.07 | -17.2
O=C(O)COc1c(F)c(F)c(C(F)(F)F)c(F)c1F | -0.51 | -0.79 | ·
COc1cc(NCCCC(C)N)c2ncccc2c1 (stereo not given) | -0.36[11.1 µM] | -0.41 | -44.4
COc1ccc(C)cc1NC(=O)C(OC(=O)CNC(=O)c1ccc(Br)cc1)c1ccccc1 (stereo not given) | 0.03 | 0.03 | -15.4
COc1cc2c(cc1NC(=O)c1cc(-c3ccncc3)nc3ccc(C)cc13)oc1ccccc12 | -0.63 | 0.25 | ·
Nc1nc(SCc2ccc([N+](=O)[O-])cc2)nc2nc3c(cc12)CCCC3 | 0.34 | 1.16 | ·
Cc1ccc(C2(CC(=O)Nc3nccs3)CCOC(C(C)C)C2)cc1 (stereo not given) | -0.25 | -0.21 | ·
COc1ccccc1CNCc1cccc(Oc2ccccc2)c1 | · | · | -63.2
CCN(CC)C(=O)CSC1=C(C#N)C(c2ccco2)C(C(=O)OCCOC)=C(C)N1 (stereo not given) | -0.28 | -0.49 | -42.9
CCOC(=O)CCCn1nc(C)n2c(cc3sccc32)c1=O | -0.21 | -1.25 | 50.0
CCOc1ccc(NC(=O)Cn2cncc2-c2ccc([N+](=O)[O-])cc2)cc1 | -1.71 | -1.38 | ·
CC(Sc1nc2c([nH]c3ccccc32)c(=O)n1C)c1ccccc1 (stereo not given) | · | · | -18.2
CCCSc1nnc2c(n1)OC(c1cccn1C)N(C(C)=O)c1ccccc1-2 (stereo not given) | -0.14 | 0.43 | ·
Cc1cc(C)n2c(=S)[nH]nc2n1 | -0.34 | -0.66 | ·
O=C(NC1(C(F)(F)F)C(=O)Nc2c1c(=O)[nH]c(=O)n2-c1ccc(F)cc1)c1cccnc1 (stereo not given) | 1.45 | 1.15 | -25.0
Cc1nc(N2CCC(C)CC2)c2c(C)c(C(=O)Nc3cc(F)ccc3C)sc2n1 | · | · | 33.3
CCOc1cc(NS(=O)(=O)CC)c(OCC)cc1NC(=O)c1ccco1 | -0.48 | -0.19 | -45.5
OC(COc1ccc2ccccc2c1)Cn1ccnc1 (stereo not given) | 0.39 | 0.92 | ·

The results go on.
SMILES | sdo1 growth | sdo1 growth Rescue 24 h | Insulin prom inh
CC(=O)OC1C(OC(C)=O)N(C(C)=O)C(=O)N1C(C)=O (stereo not given) | 0.58 | -0.53 | ·
COc1cc(-c2n[nH]c(=O)o2)cc(OC)c1OC | -0.11 | -0.71 | 41.4
Cn1nc(-c2ccc(Cl)cc2)c2cc(C(=O)N3CCN(c4ccccn4)CC3)sc21 | -1.88 | -0.99 | ·
O=C1CC(N(O)C2CC(=O)N(Cc3ccccc3)C2=O)C(=O)N1Cc1ccccc1 (stereo not given) | -1.1 | -0.91 | -14.3
Cc1nnc(NC(=O)c2ccc(C)c(S(=O)(=O)N3CCOCC3)c2)s1 | 1.45 | 1.32 | -29.7
Cc1ccc(C)c(OCCSc2nnc(C)c(=O)[nH]2)c1 | · | · | 55.6
COc1ccc(C(=O)Nc2cc(C(F)(F)F)ccc2-n2cncn2)cc1 | -1 | -1.05 | -1.4
CCOc1ccccc1OCCn1ncc2ccc(OC)c(OC)c2c1=O | -0.13 | -0.27 | 50.0

Reprinted at random: six entries already listed
SMILES | sdo1 growth | sdo1 growth Rescue 24 h | Insulin prom inh
Nc1nc(SCc2ccc([N+](=O)[O-])cc2)nc2nc3c(cc12)CCCC3 | 0.34 | 1.16 | ·
CCOc1ccc(NC(=O)Cn2cncc2-c2ccc([N+](=O)[O-])cc2)cc1 | -1.71 | -1.38 | ·
O=C(CN1C(=O)/C(=C/c2ccccc2)SC1=S)Nc1ncc(Cc2ccccc2)s1 | -1.56 | -1.27 | 16.4
COc1ccc(C)cc1NC(=O)C(OC(=O)CNC(=O)c1ccc(Br)cc1)c1ccccc1 (stereo not given) | 0.03 | 0.03 | -15.4
Cc1ccc(/C=C/S(=O)(=O)Nc2ccc(C)cc2)cc1 | · | · | -43.8
Cc1ccc(S(=O)(=O)C2(C(=O)N(C)C3CCCCC3)CC2)cc1 | -0.56 | -0.88 | 27.3
